# FLuc modulator: inhibits or activates purified firefly luciferase, miR-21 counter-screen. purified FLuc, Km substrates, luminescence inhibition. 6.9% of 360,000 active. Potency, µM (series often up to 57.5 µM), for inactives: at the highest dose activity change, negative = inhibition, most hits filed as inhibitors; active = well fitted inhibition curve with a large enough effect; inconclusive = small, poorly fitted or top-dose-only effect;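 also: plate controls were vehicle for no effect and reference inhibitor for full effect; nearly all actives have a fitted effect of over 55% in size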
# Target sequence (P08659 whole entry, looked up): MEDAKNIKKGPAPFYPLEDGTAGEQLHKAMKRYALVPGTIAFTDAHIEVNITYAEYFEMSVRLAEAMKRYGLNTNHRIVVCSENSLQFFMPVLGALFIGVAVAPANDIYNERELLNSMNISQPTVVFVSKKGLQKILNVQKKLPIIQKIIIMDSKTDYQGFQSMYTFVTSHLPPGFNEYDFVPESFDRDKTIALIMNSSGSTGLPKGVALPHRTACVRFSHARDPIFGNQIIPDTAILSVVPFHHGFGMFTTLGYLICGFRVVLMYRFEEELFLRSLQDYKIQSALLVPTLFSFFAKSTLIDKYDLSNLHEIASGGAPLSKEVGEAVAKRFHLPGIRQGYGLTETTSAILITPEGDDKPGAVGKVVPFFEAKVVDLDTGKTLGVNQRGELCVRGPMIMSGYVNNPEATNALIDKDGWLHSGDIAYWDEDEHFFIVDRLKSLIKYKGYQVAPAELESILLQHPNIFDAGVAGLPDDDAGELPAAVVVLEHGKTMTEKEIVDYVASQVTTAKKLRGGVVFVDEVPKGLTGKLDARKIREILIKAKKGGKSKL
#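 Purified P. pyralis luciferase, 10 nM final, with Km-level 10 uM D-luciferin and 10 uM ATP in 50 mM Tris acetate pH 7.5, 10 mM Mg acetate, 0.01% Tween-20, 0.05% BSA; 6-point qHTS titration about 60 µM downward; luminescence read.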
# Active calls of the source: *; ? = inconclusive. Potency is read from the fitted curve at half-maximal effect. Only part of the results is shown, so the mix of outcomes need not match the whole.
SMILES	FLuc modulator
COc1ccc(NC(=O)Cn2cnc3sc(C)c(S(=O)(=O)N4CCN(c5ccccc5OC)CC4)c3c2=O)cc1OC	9%
COC(=O)c1nnn(-c2cccc(C)c2)c1C(=O)OC	4%
COc1ccc(-c2nc(CCNC(=O)Cc3ccc(F)cc3)cs2)cc1	?
Cc1ccc2oc(-c3ccc(Cl)c(NC(=O)c4ccc(OC(C)C)cc4)c3)nc2c1	?
CCOc1ccc(OCC)c(NS(=O)(=O)c2ccc(-c3coc(C)n3)cc2)c1	3%
COc1cccc(-c2nc(CSCC(=O)NCCc3ccc(Cl)cc3)c(C)o2)c1	-16%
Cc1cc(C)cc(NC(=O)CCCn2c(=O)c3cccn3c3ccccc32)c1	0%
Cn1cccc1-c1cc2n(n1)CCC(=O)N2CCCC(=O)NCc1ccc(F)cc1	-2%
CCc1ccc(-c2cn3c(n2)sc2cc(C(=O)NCCCc4ccccc4)ccc23)cc1	-3%
CCOC(=O)c1ccc(NC(=O)c2cnc(N3CCCC3)nc2C)cc1	?

SMILES	FLuc modulator
CSc1ccc(C2c3c(oc4cc(C)cc(C)c4c3=O)C(=O)N2CCO)cc1 (stereo not drawn)	-16%
Cc1ccc(C2c3c(oc4ccccc4c3=O)C(=O)N2c2ccc(C)cn2)cc1 (stereo not drawn)	-9%
CCOc1ccc(/C=C/c2nc(C#N)c(NC(C)CC)o2)cc1 (stereo not drawn)	4%
COc1cccc(CNC(=O)c2cc3cc(C)ccc3n2C)c1	-2%
Cn1c(=O)n(C)c2cc(CNCc3ccc(F)cc3)ccc21	-1%
CCOc1ccc(CNC(=O)CCn2c(=O)c3cccn3c3ccc(F)cc32)cc1	-7%
Cc1ccc(NC(=O)CN2Cc3ccccc3C2=O)c(C)c1	2%
CCCOc1ccc(CN(C(=O)c2nc(SC(C)C)ncc2Cl)C2CCS(=O)(=O)C2)cc1 (stereo not drawn)	5%
COc1ccccc1CNC(=O)C(=O)NCC(c1cccnc1)N1CCN(c2ccc(F)cc2)CC1 (stereo not drawn)	-11%
CCCCOc1cccc(C(=O)Nc2ccc3oc(-c4cccnc4)nc3c2)c1	1%

# An excerpt of these results, field by field:
CSc1ccc(C2c3c(oc4cc(C)cc(C)c4c3=O)C(=O)N2CCO)cc1 (stereo not drawn)
  FLuc modulator = -16%
COc1ccccc1CNC(=O)C(=O)NCC(c1cccnc1)N1CCN(c2ccc(F)cc2)CC1 (stereo not drawn)
  FLuc modulator = -11%
Cc1ccc(NC(=O)CN2Cc3ccccc3C2=O)c(C)c1
  FLuc modulator = 2%
CCOc1ccc(CNC(=O)CCn2c(=O)c3cccn3c3ccc(F)cc32)cc1
  FLuc modulator = -7%

# Going on with the list:
SMILES	FLuc modulator
O=C(Nc1cccc(C(=O)N2CCN(c3ccccc3F)CC2)c1)c1nsc2ccccc12	3µM*
COc1ccc(NC(=O)c2nc(SCc3ccc(F)cc3)ncc2Cl)cc1	6%
Cc1c2cnn(CC(=O)N3CCCCC3)c(=O)c2c(C)n1Cc1ccc(F)cc1	-10%
CCCCN(CCCNC(=O)c1cc(Nc2ccc(OC)cc2)nc2ccccc12)Cc1ccccc1	-3%
COC(=O)c1ccccc1NC(=O)CSc1nc(C)c(Cl)c(C)c1C#N	-6%
COc1ccc(NC(=O)C(C(C)C)N2Cc3ccccc3C2=O)cc1 (stereo not drawn)	1%
CCN(CCCNC(=O)CN1N=C(c2ccc(OC)cc2)CCC1=O)c1cccc(C)c1	-7%
CC(C)c1ccc(NC(=O)c2cc(S(=O)(=O)N(C)C3CCCCC3)ccc2F)cc1	2%
CCN(CC)c1nn2c(=O)c(C(=O)NCc3ccc(N(C)C)cc3)cnc2s1	-2%
CCOc1ccc(-c2cn3c(n2)sc2cc(C(=O)NCCCN4CCCCCC4)ccc23)cc1	-3%

SMILES	FLuc modulator
NS(=O)(=O)c1ccc(CCNC(=O)C2COc3ccccc3C2)cc1 (stereo not drawn)	1%
COC(=O)c1ccc(NC(=O)CN(C)S(=O)(=O)c2ccc(Br)s2)cc1	-15%
CCn1cc(C(=O)N2CCN(c3ccc(C)cc3)C(C)C2)c(=O)c2cc(S(=O)(=O)N3CCCC3)ccc21 (stereo not drawn)	1%
CCC(=O)N1CCc2cc(S(=O)(=O)NCCC(=O)Nc3ccc(CC)cc3)ccc21	-11%
CC(=O)N1c2ccccc2C(=O)C1N1CCN(c2cc(Cl)ccc2C)CC1 (stereo not drawn)	-10%
COc1ccc(Br)cc1CN1C(=O)c2ccccc2C1C(=O)NC1CCCCCC1 (stereo not drawn)	-2%
Cc1cc(C)n(CCc2nc3c4ccccc4nc(SCc4ccc(F)cc4)n3n2)n1	-3%
CCC(Oc1ccccc1)C(=O)Nc1cccc(OCc2cc(=O)n3cccc(C)c3n2)c1 (stereo not drawn)	-7%
CCN(CC)C(=O)c1sc(NC(=O)C(C)Sc2nc(-c3ccccc3)cc(C(F)(F)F)n2)c(C(=O)OC)c1C (stereo not drawn)	-9%
COc1ccc(NC(=O)C2CCN(C(=O)N3CCOc4ccccc43)CC2)cc1	-11%

# Part of the list above, field by field.
CC(=O)N1c2ccccc2C(=O)C1N1CCN(c2cc(Cl)ccc2C)CC1 (stereo not drawn)
  FLuc modulator: -10%
COc1ccc(Br)cc1CN1C(=O)c2ccccc2C1C(=O)NC1CCCCCC1 (stereo not drawn)
  FLuc modulator: -2%
Cc1cc(C)n(CCc2nc3c4ccccc4nc(SCc4ccc(F)cc4)n3n2)n1
  FLuc modulator: -3%
CCC(Oc1ccccc1)C(=O)Nc1cccc(OCc2cc(=O)n3cccc(C)c3n2)c1 (stereo not drawn)
  FLuc modulator: -7%

# (next part)
SMILES	FLuc modulator
Cc1ccc(CNC(=O)CCNS(=O)(=O)c2ccc3c(c2)oc(=O)n3C)cc1	-4%
CCn1c(C)c(C2N3CC4(C)CN2CC(CC)(C3)C4=O)c2ccccc21 (stereo not drawn)	4%
Cc1ccc(C2CCN(C(=O)c3cnn(-c4ccccc4Cl)c3C3CCN(C(=O)OC(C)(C)C)CC3)C2)cc1 (stereo not drawn)	1%
Cc1nc2ccn(Cc3cccnc3)c(=O)c2cc1C(=O)N1CCN(c2ccccc2F)CC1	-3%
CCOc1cccc(CNC(=O)c2ccc(N3CCCC3)c(NC(=O)NCc3ccccc3)c2)c1	-13%
CCOC(=O)c1ccc(CN(Cc2ccc(F)cc2)S(=O)(=O)c2ccc(F)c(C(=O)Nc3cc(Cl)ccc3OC)c2)cc1	3%
CCOc1ccc(-c2nnc(SCC(=O)NC3CCCC3)nc2-c2ccc(OCC)c(OC)c2)cc1OC	-1%
COC(=O)c1ccc(C2CC(=O)Nc3c2c(C)nn3-c2nc(C)cc(C)n2)cc1 (stereo not drawn)	-7%
Cc1ccc(S(=O)(=O)c2nnn3c2nc(NC(C)c2ccccc2)c2sccc23)cc1 (stereo not drawn)	-1%
N#Cc1c(C(F)(F)F)cc(-c2cccs2)nc1SCc1ccc(F)cc1	1%

SMILES	FLuc modulator
COc1cc(OC)cc(-c2nc3n(n2)C(c2ccccc2)C(C(N)=O)=C(C)N3)c1 (stereo not drawn)	6%
CCOc1cc(CNC(=O)c2ccc(C)c(NC(=O)c3nsc4ccccc34)c2)ccc1OC	?
Cc1ccc(NC(=O)Cn2c(C)cc(C)c(C#N)c2=O)cc1F	-2%
Cc1cccc(NC(=O)C2CCCN(c3nc4ccccc4s3)C2)c1C (stereo not drawn)	0%
Cn1c(=O)c(=O)n(C)c2cc(S(=O)(=O)N3CCCC3C(=O)Nc3cccc(F)c3)ccc21 (stereo not drawn)	0%
Cc1ccc2c(c1)sc1nc(-c3cc4cc(Cl)ccc4oc3=O)cn12	-13%
Cc1ccc2oc(-c3cccc(NC(=O)Cc4ccc(Cl)cc4)c3)nc2c1	1%
COc1ccc(-c2cn3nc(N4CCC(C(=O)NCc5cccc(Cl)c5)CC4)sc3n2)cc1	6%
CCOc1cc(CNC(=O)C(NS(=O)(=O)c2cccs2)C(C)C)cc(OCC)c1OCC (stereo not drawn)	0%
Cc1ccc(CCNC(=O)C2CCN(Cc3nc(-c4ccccc4C)oc3C)CC2)cc1	-14%

SMILES	FLuc modulator
Cc1ccc(NC(=O)c2cc(C)nc3c2c(C)nn3-c2cccc(Cl)c2C)c(C)c1	4%
Cc1cc(C)cc(NC(=O)Cc2csc(COc3cccc(C)c3)n2)c1	-19%
CC1CCCCN1c1nc(-c2ccc(C(C)(C)C)cc2)nc2ccccc12 (stereo not drawn)	3.4µM*
Cc1ccc2oc(C(=O)Nc3ccc(S(=O)(=O)N(C)Cc4ccccc4)cc3)cc(=O)c2c1	-1%
CCOC(=O)c1ccc(NC(=O)C2=C(C)Nc3nc(SCc4ccc(Cl)cc4)nn3C2c2ccc(C)cc2)cc1 (stereo not drawn)	1%
COc1ccc2c(c1)-c1nc(NC(=O)c3cc(OC)c(OC)c(OC)c3)sc1CC2	-2%
CCc1ccc(C(c2ccccc2)c2c[nH]c3ccc(C)cc23)s1 (stereo not drawn)	?
O=S(=O)(c1ccc2nc(NCc3ccccc3Cl)ccc2c1)N1CCCCC1	-2%
Cc1cccc(C2=Nc3ccccc3N=C(c3cc(Cl)ccc3O)C2)c1	-7%
CCOC(=O)N1CCc2c(sc3c2c(=O)n(-c2ccc(CC)cc2)c(=O)n3CC(=O)Nc2ccc(C)cc2)C1	0%

SMILES	FLuc modulator
CCOC(=O)c1ccccc1NC(=O)c1cc2ccc3cccnc3c2[nH]1	?
CCCn1c(=O)c2sccc2n2c(CCCC(=O)NC3CCC(C)CC3)nnc12 (stereo not drawn)	-2%
COc1ccc2cc3cc(C(=O)N4CCN(c5ccc(C(C)=O)cc5)CC4)sc3nc2c1Cl	-14%
CCC(=O)Nc1ccc2nc(SCC(=O)N3CCc4ccccc43)sc2c1	-7%
Cc1ccc(CNC(=O)c2ccc3nc(SCc4ccc(F)cc4)[nH]c3c2)cc1	-16%
Cc1ccc(S(=O)(=O)c2cn(C)c3cc(N4CCCCC4)c(F)cc3c2=O)cc1	-1%
CCCSCCCNC(=O)C1CCN(c2nn3cc(-c4ccc(F)cc4)nc3s2)CC1	-7%
O=S(=O)(c1ccc2nc(Nc3ccc(Br)cc3F)ccc2c1)N1CCCCC1	-8%
CC1=C(C(N)=O)C(c2ccc(F)cc2)n2nc(-c3ccc(N(C)C)cc3)nc2N1 (stereo not drawn)	?
COc1cccc(C(=O)NCC(=O)OCc2cc(=O)n3nc(C)sc3n2)c1	-3%

SMILES	FLuc modulator
CCC1CCCCN1C(=O)c1sc(-n2nc(C)c(Cc3ccccc3)c2C)nc1C (stereo not drawn)	-11%
CCn1c(CC2C(=O)Nc3ccccc32)nc2ccccc2c1=O (stereo not drawn)	-2%
CCOc1ccccc1NC(=O)COc1ccc(S(=O)(=O)NC2CCCCC2)cc1	8.5µM*
CCOc1ccc(C2=NC(c3ccncc3)=Nc3ccc(C)cc3N2)cc1OCC	-1%
CCOc1ccc(CCNC(=O)c2cnc3sc(N4CCCC4)nn3c2=O)cc1	-4%
CSc1ccc(CCNC(=O)c2ccc3c(c2)nc2n3CCCCC2)cc1	24µM*
O=C(Cn1ncc2ccc(Cl)cc21)NCc1ccc(F)cc1	-3%
CCOc1ccccc1NC(=O)c1sc2nc(C)cc(C)c2c1N	3%
Cc1ccc(NC(=O)Cn2c(=O)n(Cc3nc(-c4ccccc4)no3)c(=O)c3ccccc32)c(C)c1	-8%
CCCCn1nc(NC(=O)c2cccc(Cl)c2)c2cc3ccccc3nc21	-3%

SMILES	FLuc modulator
Cc1nc2nc(NC(=O)c3ccc(F)cc3)[nH]n2c(=O)c1Cc1ccccc1	?
COc1ccc(Cl)cc1NC(=O)C1CCN(c2ncnc3c2nc2n3CCCCC2)CC1	?
CCN(CC)C(=O)C1CCN(S(=O)(=O)c2ccc3c(c2)CCCN3C(C)=O)CC1	-1%
Cc1cccc(Cn2c(=O)n(-c3cc(C)cc(C)c3)c(=O)c3oc4ccccc4c32)c1	-2%
COc1ccccc1NC(=O)CSc1nnc(NC(=O)Nc2ccc(C)cc2)s1	2.1µM*
CCCOc1c(Cl)cc(C(=O)N(Cc2cccc(OC)c2)C2CCS(=O)(=O)C2)cc1Cl (stereo not drawn)	-2%
CC(=O)N1CCCc2cc(S(=O)(=O)N3CCC(C(=O)Nc4cccc(Cl)c4C)CC3)ccc21	3%
COc1ccccc1CNC(=O)CCCn1c(=O)c2cccn2c2ccccc21	0%
COc1ccc(C2C=C(c3ccc(F)cc3)Nc3nc(-c4ccc(Cl)cc4)nn32)cc1 (stereo not drawn)	-1%
Cc1cccc(C(=O)N2CCc3cc(CNS(=O)(=O)c4ccc(F)c(Cl)c4)ccc32)c1	-1%

SMILES	FLuc modulator
CC1=C(C(=O)OCC(C)C)C(c2ccc(OCc3ccccc3)cc2)N2C(=O)CCSC2=N1 (stereo not drawn)	-7%
CCOC(=O)c1c(C)sc(-c2c(-c3cc(C)ccc3C)[nH]c3c2c(=O)[nH]c(=O)n3C)c1O	-18%
Cc1ccc(S(=O)(=O)c2nnn3c2nc(NCc2cccs2)c2sccc23)cc1C	0%
CCN(CC)S(=O)(=O)c1ccc2c(c1)N(CC(=O)NCc1ccccc1)C(=O)CS2	0%
Cc1cc(C)c2c(NC(=O)c3ccccc3Cl)c(C(=O)NCc3ccc(Cl)cc3)sc2n1	-5%
Cc1cc(C)n(-c2nnc(Nc3ccc(C)c(C)c3)c3ccccc23)n1	?
